BioA inh: blocks M. tuberculosis BioA enzyme activity; inhibition, % at 9.99 µM; hit rate 0.096% among 360,000; purified M. tuberculosis BioA enzyme, plate reader; AID 602481; in the data active means inhibition above about 40%; inconclusive means no clear call, values can overlap the other calls
Mtb FBA inh: inhibitors of M. tuberculosis fructose-bisphosphate aldolase; P9WQA3; purified M. tuberculosis FBA, fluorescence read-out; inhibition, % at 1 µM; hit rate 2.3% among 360,000; AID 588726; in the data active means inhibition above about 27%;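 further: 0% = vehicle and 100% = reference inhibitor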
Target sequence (P9WQA3 whole entry, looked up): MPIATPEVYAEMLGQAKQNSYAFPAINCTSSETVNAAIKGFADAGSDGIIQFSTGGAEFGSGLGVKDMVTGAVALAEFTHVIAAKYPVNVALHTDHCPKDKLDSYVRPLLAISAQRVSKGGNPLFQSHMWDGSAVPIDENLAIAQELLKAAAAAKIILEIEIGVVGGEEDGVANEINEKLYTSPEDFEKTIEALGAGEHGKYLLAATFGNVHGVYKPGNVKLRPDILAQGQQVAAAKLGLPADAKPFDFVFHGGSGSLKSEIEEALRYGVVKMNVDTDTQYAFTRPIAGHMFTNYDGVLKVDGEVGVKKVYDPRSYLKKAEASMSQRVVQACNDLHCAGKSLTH
FadD28 binding: blocks FadD28 binding to the bisubstrate probe | fluorescence polarization | inhibition, % at 12.5 µM | hit rate 0.22% among 360,000 | AID 588549; in the data active means inhibition above about 8.5%, passing the limit was not always enough; inconclusive means no clear call, values can overlap the other calls
UGM FP inh: Mtb UDP-galactopyranose mutase inhibition; P9WIQ1; purified UGM, fluorescence polarization probe displacement; inhibition, % at 10 µM; hit rate 0.06% among 320,000; in the data active means inhibition above about 10%, passing the limit was not always enough; inconclusive means no clear call, values can overlap the other calls
Target sequence (P9WIQ1 whole entry, looked up): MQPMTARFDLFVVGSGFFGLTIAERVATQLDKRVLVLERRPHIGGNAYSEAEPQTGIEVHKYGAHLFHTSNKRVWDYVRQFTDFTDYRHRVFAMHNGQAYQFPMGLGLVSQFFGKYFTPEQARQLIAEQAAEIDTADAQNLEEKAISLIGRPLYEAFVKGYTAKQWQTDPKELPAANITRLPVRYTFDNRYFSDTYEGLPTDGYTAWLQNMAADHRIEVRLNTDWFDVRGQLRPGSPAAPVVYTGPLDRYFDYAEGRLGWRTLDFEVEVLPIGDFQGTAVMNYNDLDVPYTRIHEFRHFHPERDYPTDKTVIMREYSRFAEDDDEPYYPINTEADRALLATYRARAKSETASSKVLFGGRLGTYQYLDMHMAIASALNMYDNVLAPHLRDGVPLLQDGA
CCHFV vOTU inh: blocks the CCHF virus ovarian tumor domain protease. AID 651958. CCHFV vOTU protease, Pep-AMC fluorescence. inhibition, % at 11.5 µM. hit rate 0.55% among 370,000; further: 0% = vehicle wells with enzyme and 100% = no enzyme wells
BoNT A protease: BoNT A light chain protease inhibition; multiplex microsphere protease substrate cleavage, flow cytometry; inhibition, % at 10 µM; hit rate 0.17% among 360,000; in the data active means inhibition above about 30%; inconclusive means no clear call, values can overlap the other calls; further: plate controls were buffer without enzyme for full effect and enzyme alone for no effect
PrPC surface inh: reduces human prion protein on the cell surface. hit rate 0.43% among 370,000. AID 720596. cell surface PrPC, TR-FRET read-out. inhibition, % at 13.8 µM; in the data active means inhibition above about 24%; further: 0% = median of the test wells and 100% = reference compound wells
GDH-TPI inh: GDH-TPI coupled enzyme inhibition counter-screen; GDH-TPI coupled enzyme counterscreen, NADH absorbance; inhibition, % at 4.8 µM; hit rate 1.2% among 360,000; AID 588335;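 further: 0% = DMSO wells and 100% = wells lacking the enzyme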
BoNT F protease: inhibitors of Botulinum neurotoxin F light chain protease | Multiplex microsphere protease cleavage assay, flow cytometry | inhibition, % at 10 µM | hit rate 0.22% among 360,000 | AID 588497; in the data active means inhibition above about 35%, passing the limit was not always enough; inconclusive means no clear call, values can overlap the other calls; further: plate controls were buffer without enzyme for full effect and enzyme alone for no effect
The depositor's hits bear a star; u = inconclusive; x = no result given; & = joins results of further samples. Unless noted, no stated cut-off is given here; in the data, active means inhibition above about 30%; inactive means the rest.

SMILES	BioA inh	Mtb FBA inh	FadD28 binding	UGM FP inh	CCHFV vOTU inh	BoNT A protease	PrPC surface inh	GDH-TPI inh	BoNT F protease
Cc1cccc(N(CC(=O)NCc2ccc3c(c2)OCO3)C(=O)CCC(=O)Nc2ccccn2)c1	-0.6	0	-3.5	2.0	6	0.0	-5	2	4
CC(C)CCN(C)c1ccc(/C=N/n2cnnc2)cc1	1.6	0	-2.0	1.2	10	1.8	5	15	-19
O=C(N/N=C/c1cc([N+](=O)[O-])ccc1O)C1CCCCC1	x	-2	-3.5	1.3	-1	-1.3	-8	22	-3
COc1ccc(NS(=O)(=O)c2cccc(C(=O)O)c2)cc1S(=O)(=O)N1CCOCC1	-0.7	0	x	0.5	-2	0.0	-2	-3	-3
CCCCn1nnnc1C(CCc1ccccc1)N1CCN(C/C=C/c2ccccc2)CC1 (stereo not drawn)	-2.5	1	-0.2	x	16	-1.2	-7	x	-10
O=C(NCc1ccccc1)C(c1ccco1)N(C(=O)c1csnn1)C1CC1 (stereo not drawn)	13	-2	-1.7	-0.5	-2	0.8	4	-10	-2
CCOc1cc(/C=N/NC(=O)CN2CCCCC2)ccc1O	-1.4	1	-0.5	3.1	-12	x	4	22	x
Cc1cc(C)nc(NS(=O)(=O)c2ccc(NC(=O)Cn3c(=O)oc4ccccc43)cc2)n1	0.9	-1	-0.1	1.8	7	0.3	-7	14	7
Cc1onc(-c2ccccc2)c1C(=O)NCc1cccnc1	-0.3	2	-3.1	-1.9	-4	-0.3	4	10	-11
O=c1[nH]c(SCc2ccccc2Cl)nc2c1CCCC2	-0.8	3	-2.2	0.2	-7	-1.3	-5	-11	-3
COc1cc(NC(=O)[C@H]2CSCN2C(=O)[C@@H]2CCC(=O)N2)cc(OC)c1OC	-1.2	8	1.0	2.4	10	-0.9	-2	9	3
Cc1cc(C(=O)NCCCc2ccccc2)no1	-0.4	1	-2.7	-4.9	-6	0.3	6	-2	10
C[C@@H]1CN([C@H](C)CO)C(=O)CCCn2nncc2CO[C@H]1CN(C)C(=O)c1ccc2ccn(C)c2c1	1.6&-0.8	2	-0.6	x	-12	-0.2	1	2	-2
Cc1ccccc1/C(N)=N/O	x	1	-1.4	2.8	22	-0.4	-8	-2	-1
CCN(C(=O)CSc1nnc(NCc2ccccc2)s1)C1CCS(=O)(=O)C1 (stereo not drawn)	-1.6	7	1.5	1.3	13	-0.5	0	6	-2
Cc1ccccc1-n1c(=O)n(Cc2ccccc2)c(=O)c2[nH]cnc21	x	-4	-0.7	-2.5	-8	u	3	-3	u
CC1CCN(C(=O)CSC2=NS(=O)(=O)c3cc(F)ccc3N2)CC1	-1.1	2	0.2	3.3	2	-2.4	1	-9	0
O=C(NCC1COc2ccccc2O1)c1ccc(Br)s1 (stereo not drawn)	5.0	-1	-4.0	1.3	10	1.7	-11	0	16
OC1(c2cccc(C(F)(F)F)c2)CCN(Cc2nnnn2Cc2ccccc2)CC1	x	0	-2.6	-2.6	24	-0.4	-7	5	5
S=C(NCc1ccccc1)NNc1ccccc1	x	-8	-3.8	0.2	5	0.2	-1	-4	1
COCCCN1C(=O)C(=O)/C(=C(/O)c2ccc(S(=O)(=O)N3CCOCC3)cc2)C1c1ccc(F)cc1 (stereo not drawn)	-0.9	4	-0.1	2.6	19	-2.5	-10	31*	-8
N#CCCN(C1CCCCC1)S(=O)(=O)c1cccc2nsnc12	x	0	-3.2	2.3	0	-0.7	-25	9	-2
CC1(C)OC(=O)N(Cc2ccco2)C1(C)O (stereo not drawn)	-4.0	3	1.7	1.9	-3	-0.2	2	6	0
COc1ccc(C(C(=O)NC(C)(C)C)N(Cc2ccccc2)C(=O)CCC(=O)Nc2cc(C)on2)cc1 (stereo not drawn)	x	-10	-3.4	-0.9	-4	-0.6	1	-5	-4
Cc1cc2n(n1)C(c1c[nH]c3ccccc13)Nc1ccccc1-2 (stereo not drawn)	-3.0	11	-3.5	3.5	x	8.2	x	23	-4
Cc1oc(-c2ccc(Cl)cc2)nc1CS(=O)CC(=O)NCCN1CCCCCC1 (stereo not drawn)	1.9	3	-3.3	1.7	14	2.2	0	3	5
O=C(c1cc(COc2ccc3ncccc3c2)on1)N1CCCCCC1	x	1	-0.7	1.2	-10	0.1	24	7	-2
COc1ccc(-c2nn(-c3ccccc3C)cc2CNCc2cccnc2)cc1F	1.9	0	-4.8	0.1	-12	0.9	-5	4	-11
Cc1ccc(C(=O)NNC(=O)C2CCN(S(=O)(=O)c3ccc(Cl)cc3)CC2)cc1	1.0	0	0.0	-0.6	-1	0.4	9	1	-2
Cc1ccccc1-c1cnc(C(O)c2c(C)ccc3ccccc23)[nH]1 (stereo not drawn)	-0.4	2	-1.5	x	-5	0.0	5	8	3
C/C(=N\Oc1cccc(F)n1)c1ccc(Cl)cc1Cl	1.3	1	-2.9	-2.3	0	0.2	-1	-8	0
O=C(NCCN1CCOCC1)c1cc(-c2ccccc2Cl)nc2ccccc12	0.0	-1	-3.6	-1.3	0	1.4	-9	6	4
COc1cc(/C=N/n2c(-c3cc(C)[nH]n3)n[nH]c2=S)cc(OC)c1OC	5.0	3	-3.2	-4.7	6	-3.7	-3	10	u
CC1=[N+]([O-])C(C)(C)CC(C)(C)c2ccccc21	-1.4	2	-1.2	-0.1	18	-0.2	-3	12	-10
Cc1cccc(-n2c(O)c(C=NC34CN5CN(CN(C5)C3)C4)c(=O)[nH]c2=O)c1	12	-5	-3.9	0.5	-9	-0.3	4	-4	1
COc1ccccc1C(=O)NNC(=S)NC(=O)c1cccs1	-1.5	2	0.7	-0.1	11	0.2	-9	14	-4
C#Cc1ccc([C@H]2C=C(C(=O)N3CCN(Cc4ccc5c(c4)OCO5)CC3)O[C@@H](OCc3ccc(CO)cc3)C2)cc1	-2.5&-1.6	3	-2.6	1.3	1	-0.5	-7	7	-4
CC(=O)Nc1ccc(C(=O)OCc2ccc(F)cc2)cc1	x	-2	0.1	2.8	12	-0.9	2	-2	-1
C=Cc1cccc(NC(=O)COc2ccccc2)c1	-0.2	2	0.5	-2.4	-2	x	9	0	x
Fc1ccccc1Cn1nnc2c(NCc3ccccn3)ncnc21	-0.6	-1	-3.1	3.7	9	1.1	8	-3	-16
COc1ccc(O)c(CNn2c(-c3ccc(Br)cc3)nc3ccccc3c2=O)c1	x	-1	-0.2	-2.2	12	0.0	-8	5	0
NS(=O)(=O)c1ccc(CNC(=S)NC2CCCC2)cc1	x	2	-3.3	-2.2	-2	-0.7	-1	3	1
CC(C)CCNC(=O)c1ccc2c(c1)N(C)C(=O)c1ccccc1S2	-0.1	-1	-3.7	-0.2	-10	0.5	10	-3	u
COC(=O)C1=C(c2ccccc2OCc2ccccc2)C[C@@H]2CC[C@H]1N2C(=O)NCc1ccc(C(F)(F)F)cc1	-0.6	-5	-5.4	-0.8	16	-0.1	4	5	-6
Cc1ccc(S(=O)(=O)Cn2nnnc2C(C)N2CCN(C(=O)c3ccco3)CC2)cc1 (stereo not drawn)	x	3	-2.0	x	4	1.3	3	6	7
Cn1cccc1C(=O)Nc1nccs1	-0.3	3	0.4	-1.3	20	0.2	-2	0	4
COc1ccc(/C=N/NC(=S)Nc2ccccc2)cc1	x	7	2.0	1.7	4	-0.1	3	1	-5
CC(C)C[C@H](NC(=O)Nc1cccc(Br)c1)C(=O)O	-0.8	0	-1.5	0.9	4	0.5	-6	7	0
O=C(O)CCC(=O)NNC(=O)CCC(=O)NCc1ccccc1	1.1	3	-0.4	-2.2	5	0.7	10	0	-2
c1ccc(CNc2ncnc3nc[nH]c23)cc1	0.1	2	-0.5	x	0	0.1	6	6	2
CC(=O)Nc1cccc(C(=O)OCC(=O)NC(=O)c2ccccc2)c1	-0.8	-1	-4.5	2.6	-6	-0.6	-3	0	u
Cc1ccc(C)c(NC(=O)CN(C)C(=O)c2ccncc2)c1	-2.2	0	-3.4	1.4	10	1.8	1	-1	4
COc1ccc(CCNC(=O)c2cc(-c3ccco3)on2)cc1OC	-2.0	-1	1.5	5.7	-13	-2.3	9	11	-3
CCOCCCNC(=O)Cn1ncc2c(=O)oc3ccccc3c21	-1.1	-1	0.5	0.9	1	-1.1	-6	17	-5
Clc1ccc(CN2CCN(/N=C/c3cccnc3)CC2)cc1	x	2	-0.4	-1.6	-20	-0.5	-1	-3	-8
CC1(C)Cc2nc3sc4c(OCc5ccccc5)ncnc4c3cc2CO1	1.3	4	-2.3	-1.4	3	0.5	-4	2	5
Cc1cccc(C(=O)Nc2ccc(NC(=O)Cc3ccc(Cl)cc3)cc2)c1	x	0	0.0	-1.3	-6	0.1	-3	9	-2
COc1ccc2[nH]c(=O)c(CN(C)C(=O)COc3ccccc3)cc2c1	0.3	18	0.9	-0.1	1	-0.4	0	12	-1
Nc1cc[n+](CC(=O)Nc2ccccc2)cc1	x	1	-2.2	1.6	-2	0.0	6	11	5
COC(=O)c1ccc(Cn2c(C)c(C(=O)NCc3ccc(C#N)cc3)sc2=O)o1	0.9	1	-2.9	x	13	-0.5	-9	2	-10

Later entries:
SMILES	BioA inh	Mtb FBA inh	FadD28 binding	UGM FP inh	CCHFV vOTU inh	BoNT A protease	PrPC surface inh	GDH-TPI inh	BoNT F protease
CCCc1[nH]nc2c1C(c1ccc(OCCN3CCOCC3)c(OC)c1)C(C#N)=C(N)O2 (stereo not drawn)	6.1	5	0.9	3.9	9	0.5	-4	10	12
COc1cccc(NC(=O)Nc2nnc(CC(=O)Nc3ccccc3)s2)c1	-1.1	9	-0.4	-0.9	-10	-0.4	2	0	-18
CCOc1ccccc1NC(=O)COC(=O)c1nc2nccc(C)n2n1	0.7	-3	-2.6	0.6	-7	-0.2	-1	2	-1
O=S(=O)(c1ccc(Cl)cc1)N1CN2CCN(C2)C1	0.8	-2	-0.1	0.9	5	-1.0	-5	8	-6
O=C(Nc1ccc(F)cc1)C(Sc1nnc2ccccn12)c1ccccc1 (stereo not drawn)	x	-1	-3.2	-0.7	-8	1.5	-9	7	6
CC(C)(C)NC(=O)c1ccncc1	-0.5	0	0.6	-1.4	-7	0.0	1	5	-1
Cc1ccc(S(=O)(=O)NCc2ccccc2)cc1C(=O)N1CCN(S(=O)(=O)c2ccccc2F)CC1	-1.7	-2	0.0	x	-13	-0.3	4	5	7
O=C(C1CCCN1S(=O)(=O)c1cccc2nsnc12)N1CCN(c2ccc(F)cc2)CC1 (stereo not drawn)	2.4	3	0.4	1.1	13	0.5	-37	4	3
CCOC(=O)N/N=C/c1c(C)nn(-c2cccc(C(F)(F)F)c2)c1Cl	x	-2	-2.3	4.5	9	-0.5	14	9	3
CC(=O)C(Cc1ccccc1)NC(=O)CN1CCN(Cc2ccccc2)CC1 (stereo not drawn)	-0.3	4	-0.2	1.1	-2	0.6	0	-2	3
CC(Sc1nc(N)cc(=O)[nH]1)C(=O)Nc1ccc(N2CCOCC2)cc1 (stereo not drawn)	-1.3	-2	-0.6	x	-10	-0.3	-3	4	-8
COc1ccc2c(c1)sc1nc(-c3ccccc3)cn12	x	3	-2.0	-1.5	7	-0.2	17	5	-3
Cn1c(CNC(=O)CNC(=O)c2ccccc2)cc(=O)n(C)c1=O	1.0	-6	-2.9	0.3	-5	1.8	0	-9	7

Seven successive compounds out of the list so far, quoted:
SMILES	BioA inh	Mtb FBA inh	FadD28 binding	UGM FP inh	CCHFV vOTU inh	BoNT A protease	PrPC surface inh	GDH-TPI inh	BoNT F protease
Cc1ccc(S(=O)(=O)NCc2ccccc2)cc1C(=O)N1CCN(S(=O)(=O)c2ccccc2F)CC1	-1.7	-2	0.0	x	-13	-0.3	4	5	7
O=C(C1CCCN1S(=O)(=O)c1cccc2nsnc12)N1CCN(c2ccc(F)cc2)CC1 (stereo not drawn)	2.4	3	0.4	1.1	13	0.5	-37	4	3
CCOC(=O)N/N=C/c1c(C)nn(-c2cccc(C(F)(F)F)c2)c1Cl	x	-2	-2.3	4.5	9	-0.5	14	9	3
CC(=O)C(Cc1ccccc1)NC(=O)CN1CCN(Cc2ccccc2)CC1 (stereo not drawn)	-0.3	4	-0.2	1.1	-2	0.6	0	-2	3
CC(Sc1nc(N)cc(=O)[nH]1)C(=O)Nc1ccc(N2CCOCC2)cc1 (stereo not drawn)	-1.3	-2	-0.6	x	-10	-0.3	-3	4	-8
COc1ccc2c(c1)sc1nc(-c3ccccc3)cn12	x	3	-2.0	-1.5	7	-0.2	17	5	-3
Cn1c(CNC(=O)CNC(=O)c2ccccc2)cc(=O)n(C)c1=O	1.0	-6	-2.9	0.3	-5	1.8	0	-9	7

Screening data: PubChem, several laboratories
